From PubChem BioAssay
DYRK1A inh: blocks rat Dyrk1A kinase activity; inhibition, % at 12.5 µM; 0.43% of 310,000 active; Q63470; ADP-Glo luminescence, NFATc1 peptide; in the data active = inhibition above about 50%;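 also: plate controls were vehicle with enzyme for no effect and no enzyme for full effect; many of its hits are not listed in these tables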
AI-2 QS modul: modulates the Vibrio harveyi AI-2 quorum sensing system. Vibrio harveyi JMH597 AI-2 luminescence/OD600 ratio, 9 h; active compounds read low; strain lacks LuxN and CqsS sensors; 0 = neutral-control median. activity change, % at 7.5 µM. 0.4% of 300,000 active. AID 2094; in the data active = activity change below about -75%, passing the limit was not always enough;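 also: luminescence divided by OD600 gain over 9 h not by final OD600 alone; inactives centre near 13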
HSF-1 act: increases HSF-1 driven luciferase reporter signal; 1.7% of 300,000 active; AID 504408; NIH3T3-HGL HSF-1 luciferase reporter, MG132, 8 h; 100% = twice DMSO control signal; activation, % at 9 µM;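 active = mean replicate activation of at least 50% with a set share of replicates each reaching 50%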;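 also: 0% = median of the neutral control wells and 100% = twice that signal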
Platelet DG rel: platelet dense granule release activity; 0.22% of 300,000 active; human platelet-rich plasma, SFLLRN dense granule ATP release, luminescence; inhibition, %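 (compounds screened at 7.5 µM in platelet-rich plasma)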;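 active = mean replicate score, as percent of positive control, at or above 50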
HSP90 refold inh: blocks HSP90-mediated luciferase refolding in reticulocyte lysate | 0.91% of 290,000 active | inhibition, % at 5.6 µM | AID 1789 | Rabbit reticulocyte lysate, luciferase refolding luminescence, 3 h;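 active = inhibition above the screen-wide mean plus 3 SD, computed separately per campaign, cut at about 16% in these data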;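 also: 0% = DMSO wells and 100% = 60 µM geldanamycin wells; inhibitors lower the luminescence because luciferase stays unfolded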
HDAC3 inhib: human HDAC3 inhibition | O15379 | recombinant HDAC3, fluorogenic peptide/trypsin coupled, fluorescence | inhibition, % at 8.3 µM | 0.15% of 320,000 active | AID 2718; in the data active = inhibition above about 26%, passing the limit was not always enough
PolyA inhibitor: inhibitors of polyadenylation in S. cerevisiae; S. cerevisiae SKY197-pL101 polyadenylation reporter, beta-gal luminescence; efflux-impaired pdr1/pdr3 knockout yeast; score 100 = 6 SD above DMSO; calls only at 12 µM; 0.02% of 300,000 active; AID 1875;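 active = lowest replicate activity score at least 50, where 100 means six control SD above control mean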;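 also: yeast exposed to compound for 9 h at 30 °C; higher score means more reporter readthrough which indicates perturbed polyadenylation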
GSK3A inh: inhibitors of human GSK-3 alpha kinase. 0.1% of 320,000 active. ADP-Glo luminescence, 60 min. P49840. AID 2650. inhibition, % at 10 µM;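 in the data active = inhibition above about 50%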;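 also: GST-tagged GSK-3 alpha with peptide substrate and 25 µM ATP; 0% = DMSO neutral wells and 100% = GW8510 positive control wells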
Target sequence (P49840 whole entry, looked up): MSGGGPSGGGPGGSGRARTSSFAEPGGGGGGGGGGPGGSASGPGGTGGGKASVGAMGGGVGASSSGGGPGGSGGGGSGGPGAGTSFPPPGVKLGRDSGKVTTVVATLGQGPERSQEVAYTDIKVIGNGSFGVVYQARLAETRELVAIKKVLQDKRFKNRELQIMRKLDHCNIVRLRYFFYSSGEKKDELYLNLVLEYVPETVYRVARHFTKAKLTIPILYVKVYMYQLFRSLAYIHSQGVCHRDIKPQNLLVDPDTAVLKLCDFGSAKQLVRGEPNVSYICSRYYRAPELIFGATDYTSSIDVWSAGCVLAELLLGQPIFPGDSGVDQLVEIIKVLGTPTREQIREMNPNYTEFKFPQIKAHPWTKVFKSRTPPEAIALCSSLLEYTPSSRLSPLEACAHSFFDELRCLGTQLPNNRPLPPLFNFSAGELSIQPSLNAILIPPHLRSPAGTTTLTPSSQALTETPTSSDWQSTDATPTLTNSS
GSK3beta inhib: inhibitors of human GSK3beta kinase; P49841; 0.038% of 300,000 active; GST-GSK3beta kinase, ADP-Glo luminescence, 60 min; active compounds read low; activity score (negative = inhibition), % at 10 µM;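 active = more than half of replicate wells score below -50%, meaning over 50% inhibition versus plate controls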;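 also: 0% = median DMSO wells and -100% = median GW8510 positive control wells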
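test system = GST-tagged human GSK3beta kinase, cell-free | reagent = 25 µM ATP with peptide substrate | dosing = one dose of 10 µM per compound | schedule = 60 min reaction, RT | detection = luminescent ADP-Glo measurement of ADP formed | control set = DMSO neutral wells and GW8510 at 20 µM as positive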
HSF1 inh: HSF1 inhibition | 0.77% of 300,000 active | NIH3T3-HGL HSE-luciferase, MG132-induced, luminescence 8 h; active compounds read low | activity change, negative = inhibition, % at 7.5 µM (by protocol);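 active = more than half of replicate wells show activity change below -50%, luminescence cut by over half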;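 also: luciferase reports HSF-1 transcriptional activity via heat shock element; 0% = median of DMSO wells and -100% = zero luminescence signal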
Numbers without * were called inactive; i = inactive; / = not tested or not shown; & = joins results of further samples. An excerpt. The share of hits here may be higher or lower than overall.

SMILES | DYRK1A inh | AI-2 QS modul | HSF-1 act | Platelet DG rel | HSP90 refold inh | HDAC3 inhib | PolyA inhibitor | GSK3A inh | GSK3beta inhib | HSF1 inh
CCOC(=O)CC1=C(C(=O)OCC)C2(C(=O)N1CC(=O)OC)C(C#N)=C(N)Oc1ccccc12 (stereo not given) | 1 | 19 | -6 | 3 | 1 | -6 | i | -6 | 2 | 8
CN(C)C(=O)Oc1ccc(Br)cc1C(=O)Nc1ccc(F)c(Cl)c1 | / | 11 | 14 | 0 | 3 | -1 | i | -1 | -1 | 2
Cc1c(C(=O)N2CCC3(CC2)OCCO3)sc2ncnc(N3CCN(c4ccccn4)CC3)c12 | -3 | / | / | / | 1 | 7 | / | -5 | / | /
O=C(N/N=C/c1c(O)n(C2CC2)c(=S)[nH]c1=O)c1ccccc1 | / | 26 | -11 | -9 | 0 | 13 | i | 0 | 2 | -3
Cc1ccc(/C=C2\C(=O)NC(=S)N(c3cccc(F)c3)C2=O)o1 | 0 | 17 | 22 | -5 | 2 | 5 | i | -8 | 1 | 5
Nc1ccc(C2(c3ccc(N)cc3)c3ccccc3-c3ccccc32)cc1 | 5 | 27 | 0 | 4 | 4 | -2 | i | 0 | -1 | 1
COc1cccc(CNCCc2ccc(F)cc2)c1 | 45 | 8 | 9 | 0 | 2 | 9 | i | 1 | -2 | -7
N=c1ccccn1Cc1ccccc1 | -5 | 15 | -6 | 0 | 0 | -6 | i | -1 | 1 | 5
COc1cc(/C=C2\C(=O)NC(=O)N(c3ccc(C)cc3)C2=O)cc(OC)c1O | 1 | 16 | 3 | 8 | 0 | 2 | i | -4 | 1 | -2
CN/C=C(/Cl)P(=O)(OC(C)C)OC(C)C | -11 | 17 | 16 | -2 | / | 5 | i | -3 | -1 | 7
c1ccc(C2NCCc3[nH]cnc32)cc1 (stereo not given) | -4 | -4 | -10 | 6 | -1 | 0 | i | 3 | 1 | -3
CCN(CC)CCN=Cc1c(O)n(C2CCCCCC2)c(=O)[nH]c1=O | 0 | 25 | -16 | 5 | -1 | 13 | i | 13 | -4 | 0
COc1ccc(C(O)C(C)NC(C)C(O)c2ccc(OC)cc2)cc1 (stereo not given) | / | 27 | 10 | 0 | / | -2 | i | 6 | -2 | -5
CP(C)(=O)CCC(=O)O | 6 | 11 | 1 | 14 | -3 | -3 | i | -2 | 2 | 5
Cc1nc2c(c(C)nn2-c2ccccc2)c(C)c1CCC(=O)N1CCC2(CC1)OCCO2 | 11 | 7 | -6 | -1 | 6 | -4 | i | -1 | 4 | -2
Cc1c(C=C2C(=O)N(C)C(=S)N(C)C2=O)c2ccccc2n1CC(=O)NCC1CCCO1 (stereo not given) | 4 | 29 | / | / | 1 | 4 | / | / | 3 | /
COC(=O)CC(NC(=S)N1CC2C[C@@H](C1)Cn1c2cccc1=O)C(=O)OC (stereo not given in full) | 2 | 25 | -4 | 0 | -2 | 3 | i | -1 | 0 | -5
COc1ccc(N=Cc2c(O)n(Cc3cccs3)c(=O)[nH]c2=O)cc1 | 2 | -4 | -9 | -5 | 3 | -4 | i | -3 | -1 | -10
N/C(=N\[N+](=O)[O-])N1CCN(C(=O)c2ccccn2)CC1 | -1 | 39 | 30 | -9 | 4 | -11 | i | 8 | 0 | 6
CCCn1cc(C(=O)O)cn1 | 12 | 15 | 0 | -3 | 7 | -3 | i | -4 | 0 | 1
C=CCn1c(O)c(C(C)=Nc2ccc(N(C)C)cc2)c(=O)[nH]c1=O | 0 | 35 | -1 | 7 | 3 | 10 | i | 3 | -2 | -11
CC(C(=O)c1ccc(Cl)cc1Cl)n1cncn1 (stereo not given) | -3 | 26 | -3 | -2 | 1 | -2 | i | -2 | -25 | -8
CCCCn1c(C)c(C(=O)OCC)c2c(CN3CCCC3)c(O)ccc21 | 2 | -2 | 7 | -4 | 2 | 6 | i | -8 | -3 | 1
CCCCCCOc1ccc(CN2CCN(CC)CC2)cc1 | -7 | 3 | / | -5 | 30* | 0 | i | 1 | -1 | /
COc1ccc(/C=C2/C(=O)N(Cc3ccco3)C(=O)N(C(C)C)C2=O)cc1 | 0 | 42 | 0 | 2 | 2 | 4 | / | -3 | 2 | -13

Reformatted tab-delimited: part of the list above.
SMILES	DYRK1A inh	AI-2 QS modul	HSF-1 act	Platelet DG rel	HSP90 refold inh	HDAC3 inhib	PolyA inhibitor	GSK3A inh	GSK3beta inhib	HSF1 inh
Cc1c(C=C2C(=O)N(C)C(=S)N(C)C2=O)c2ccccc2n1CC(=O)NCC1CCCO1 (stereo not given)	4	29	/	/	1	4	/	/	3	/
COC(=O)CC(NC(=S)N1CC2C[C@@H](C1)Cn1c2cccc1=O)C(=O)OC (stereo not given in full)	2	25	-4	0	-2	3	i	-1	0	-5
COc1ccc(N=Cc2c(O)n(Cc3cccs3)c(=O)[nH]c2=O)cc1	2	-4	-9	-5	3	-4	i	-3	-1	-10
N/C(=N\[N+](=O)[O-])N1CCN(C(=O)c2ccccn2)CC1	-1	39	30	-9	4	-11	i	8	0	6
CCCn1cc(C(=O)O)cn1	12	15	0	-3	7	-3	i	-4	0	1

Another view of 2 compounds above.
Each structure is followed by: DYRK1A inh, AI-2 QS modul, HSF-1 act, Platelet DG rel, HSP90 refold inh, HDAC3 inhib, PolyA inhibitor, GSK3A inh, GSK3beta inhib, HSF1 inh
- O=C(N/N=C/c1c(O)n(C2CC2)c(=S)[nH]c1=O)c1ccccc1
 : /, 26, -11, -9, 0, 13, i, 0, 2, -3
- Cc1ccc(/C=C2\C(=O)NC(=S)N(c3cccc(F)c3)C2=O)o1
 : 0, 17, 22, -5, 2, 5, i, -8, 1, 5

Following part:
SMILES | DYRK1A inh | AI-2 QS modul | HSF-1 act | Platelet DG rel | HSP90 refold inh | HDAC3 inhib | PolyA inhibitor | GSK3A inh | GSK3beta inhib | HSF1 inh
O=C(O)C1C2CC3CC(C2)CC1(n1ncc(N2CCC4(CC2)OCCO4)c(Cl)c1=O)C3 (stereo not given) | -6 | 12 | -19 | -1 | 1 | 1 | i | 2 | 3 | -2
Oc1ccc(C2NCc3ccccc3-n3cccc32)cc1Cl (stereo not given) | -1&-1 | 38&14 | 4&1 | 1&-2 | -1&-1 | 4&2 | i | -3&3 | 5&-1 | 5&4
CC1(C)CC(=O)C(C2(O)C(=O)NC(=O)NC2=O)=C(O)C1 | 24 | 25 | 2 | 5 | 5 | 4 | i | -2 | 1 | -5
CC(C)Sc1nnc([C@@H](N)Cc2c[nH]c3ccccc23)o1 | 1 | -6 | 17 | -7 | -3 | 11 | i | 3 | 2 | 24
CN1C(=O)C(=Cc2ccc(N3CCCCC3)o2)C(=O)N(C)C1=S | / | 3 | 23 | 4 | 2 | -1 | i | 1 | 7 | 3
O=[P+](Cc1ccccc1)Cc1ccccc1 | 14 | 8 | -13 | 3 | -8 | -2 | i | -1 | 5 | -7
CCCOC(=O)Nc1ccc([As](=O)(O)O)cc1NC(=O)OCCC | -1 | 41 | -1 | 3 | 1 | -1 | i | 9 | 2 | -1
CN(C)C(=O)Oc1ccc(OCc2cccc[n+]2C)cc1 | -5 | 6 | -17 | 1 | 3 | 1 | i | -3 | 3 | -4
CCCCn1c(O)c(C(C)=NCc2ccc3c(c2)OCO3)c(=O)[nH]c1=O | / | 22 | 14 | 1 | 3 | 5 | i | 9 | -15 | 18
O=C(NCc1ccccc1)c1cccn(Cc2ccccc2)c1=O | 1 | 9 | 8 | -1 | 2 | -11 | i | 1 | 1 | 4
Fc1ccc(CN2CCN(c3ccc(Cl)cc3)CC2)cc1 | 1 | -1 | -19 | -8 | -2 | 4 | i | 5 | 1 | 1
O=C(O)CCn1cc(C=C2C(=O)NC(=S)NC2=O)c(-c2cccc(Br)c2)n1 | -4 | 26 | -2 | 12 | 4 | 7 | i | 3 | -2 | 3
Cc1ccc(-n2c(O)c(/C=N/N3CCOCC3)c(=O)[nH]c2=S)cc1 | -1 | 5 | -1 | -7 | -1 | 7 | i | 3 | -1 | -4
